Compound activity as filed in PubChem.
SUMO1 PPI mod – modulators of SUMO1 protein-protein interactions, primary screen, biochemical, uHTS; inhibition, % at 20 µM; SUMO1 binding to a labelled peptide, TR-FRET, 1 h; hit rate 0.33% among 360,000; Small ubiquitin-related modifier 1 (Homo sapiens), P63165; AID 602429, 2012; in the data active = inhibition above about 37%
Target sequence (P63165 whole entry, looked up): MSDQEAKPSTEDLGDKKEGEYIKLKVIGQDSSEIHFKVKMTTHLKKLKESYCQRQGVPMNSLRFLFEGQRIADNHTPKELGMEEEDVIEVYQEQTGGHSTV
DNMT1 inh – human DNMT1 methyltransferase inhibitors, primary screen, biochemical, molecular beacon, fluorescence, HinP1I cleavage, uHTS; DNA (cytosine-5)-methyltransferase 1 (Homo sapiens), P26358; inhibition (reported as % activation of signal), % at 10 µM; hit rate 0.83% among 360,000; AID 588458, 2011; in the data active = inhibition above about 50%
LMPTP block – LMPTP phosphatase inhibitors, primary screen, biochemical, fluorescence intensity, uHTS. recombinant LMPTP-A, OMFP fluorogenic substrate. inhibition, % at 20 µM. AID 651560, 2012. hit rate 0.22% among 360,000;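 active = compounds that cut the enzyme signal by at least half of the control window in the single-dose screen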;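 note: plate controls were DMSO wells with enzyme plus substrate for no effect and substrate without enzyme for full effect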
Target sequence (P24666 whole entry, looked up): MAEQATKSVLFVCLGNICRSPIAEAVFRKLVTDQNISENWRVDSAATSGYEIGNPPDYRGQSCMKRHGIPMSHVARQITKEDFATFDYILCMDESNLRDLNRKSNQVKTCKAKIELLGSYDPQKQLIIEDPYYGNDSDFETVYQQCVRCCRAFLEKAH
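Test system: LMPTP-A phosphatase enzyme; input: 0.625 nM LMPTP-A final; reagent: OMFP substrate, 400 µM final; compound dosing: 20 µM single dose, 3% DMSO; incubation: 50 min dark incubation at room temperature; measured by: endpoint fluorescence intensity from OMFP dephosphorylation; measure: % inhibition relative to no-enzyme and uninhibited control wells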
NadD block – inhibitors of S. aureus NadD, primary screen, biochemical, colorimetric, uHTS. Nicotinate-nucleotide adenylyltransferase NadD (Staphylococcus aureus N315). purified NadD enzyme, colorimetric absorbance read-out. inhibition, % at 20 µM. hit rate 0.78% among 360,000; in the data active = inhibition above about 26%; note: some compounds past the cut are filed as inactive
CSN deneddyl inh – inhibitors of CSN-mediated cullin deneddylation, primary screen, biochemical, fluorescence polarization, uHTS; COP9 signalosome complex subunit 5 (Homo sapiens), Q92905; Purified CSN, SCF-Nedd8-OG deneddylation; inhibition, % at 12.5 µM; hit rate 0.38% among 360,000; AID 651999, 2013;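 active = pattern-corrected inhibition above about 35%, with an unprinted fluorescence ratio check between 0.5 and 1.5, limit read from the data, passing the limit was not always enough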;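 note: 0% = enzyme with substrate and 100% = substrate without enzyme; some results filed as inactive read as strong as hits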
Target sequence (Q92905 whole entry, looked up, one chain of several): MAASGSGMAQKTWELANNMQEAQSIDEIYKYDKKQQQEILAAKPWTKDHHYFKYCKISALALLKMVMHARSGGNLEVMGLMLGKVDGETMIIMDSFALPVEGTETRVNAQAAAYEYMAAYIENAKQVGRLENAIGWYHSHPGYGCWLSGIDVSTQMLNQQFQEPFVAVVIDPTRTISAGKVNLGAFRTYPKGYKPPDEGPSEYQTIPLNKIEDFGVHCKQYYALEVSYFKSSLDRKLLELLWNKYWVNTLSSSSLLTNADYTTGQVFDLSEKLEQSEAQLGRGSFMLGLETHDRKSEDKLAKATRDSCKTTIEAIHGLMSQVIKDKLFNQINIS
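Material: purified human Csn5 enzyme expressed in HEK293T cells / Medium: Tris buffer pH 7.5, NaCl, DTT, Tween-20, trehalose, ovalbumin / Compound dosing: 12.5 µM single point / Schedule: 90 min incubation of compound, enzyme and substrate at room temperature / Signal: fluorescence polarization of the substrate / Control set: no-enzyme wells high, enzyme-with-substrate wells low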
STEP block – STEP phosphatase inhibitors, primary screen, biochemical, fluorescence intensity, uHTS | Tyrosine-protein phosphatase non-receptor type 5 (Homo sapiens), P54829 | recombinant STEP, OMFP fluorogenic substrate | inhibition, % at 20 µM | hit rate 0.25% among 360,000;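 active = inhibition at 20 µM, scaled per plate between control wells, above about 37%, limit read from the data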;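 note: 0% = DMSO with enzyme and substrate and 100% = substrate only without enzyme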
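Assay system: isolated STEP enzyme. Buffer or medium: pH 6.0 Bis-Tris with DTT and Tween 20. Also added: fluorogenic phosphatase substrate OMFP at 25 µM final. Dosing: 20 µM, 1% DMSO. Timing: 20 min reaction, room temperature, in the dark. Measured by: fluorescence intensity, excitation 480 nm, emission 540 nm. Evaluation: normalized % inhibition.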
Rpn11 inh – Rpn11 (PSMD14) deubiquitinase inhibitors, primary screen, biochemical, fluorescence polarization, uHTS. 26S proteasome non-ATPase regulatory subunit 14 (Homo sapiens), O00487. human 26S proteasome, Ub4-pepOG fluorescence polarization; 20S core pre-blocked with epoxomicin. calls only at 20 µM. hit rate 0.59% among 360,000. AID 588493, 2011;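 active = inhibition at 20 µM, scaled to each plate's controls, above about 33%, limit read from the data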
Scp-1 inhibitor – Scp-1 phosphatase inhibitors, primary screen, biochemical, colorimetric, uHTS. Carboxy-terminal domain RNA polymerase II polypeptide A small phosphatase 1 (Homo …. Recombinant Scp1, phosphopeptide, malachite green phosphate absorbance. inhibition, % at 20 µM. hit rate 0.88% among 340,000;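 active = inhibition above about 50% at 20 µM, limit read from the data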;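 note: plate controls were DMSO wells with enzyme for no effect and wells lacking enzyme for full effect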
Target sequence (Q9GZU7 76-261 limits assumed): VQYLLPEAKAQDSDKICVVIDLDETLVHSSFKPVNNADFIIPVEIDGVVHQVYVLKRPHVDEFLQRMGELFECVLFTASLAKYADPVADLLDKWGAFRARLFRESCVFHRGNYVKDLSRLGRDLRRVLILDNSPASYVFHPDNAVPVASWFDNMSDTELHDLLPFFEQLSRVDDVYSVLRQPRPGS
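Test system – truncated SCP-1 phosphatase (76-261aa) · Reagent – Phosphorylated 17-residue peptide substrate · Incubation – 45 min room-temperature reaction, 5 min colour, 30 min stabiliser · Detection – colorimetric phosphate reagent with accelerator and stabiliser, absorbance at 630 nm · Measure – % inhibition at 20 µM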
MsrA inhibitor – bovine MsrA enzyme inhibitors, primary screen, biochemical, absorbance, HTS. purified bovine MsrA, absorbance read-out. inhibition, % at 15.5 µM. hit rate 0.75% among 360,000; in the data active = inhibition above about 4.5%;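 note: 0% = vehicle wells with enzyme and 100% = reference inhibitor wells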
Tb MetRS inh – T. brucei MetRS inhibitors, primary screen, biochemical, luminescence; purified T. brucei MetRS, ATP depletion, Kinase-Glo luminescence; inhibition, % at 11.9 µM; hit rate 0.4% among 360,000;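 active = inhibition above a per-plate cutoff of the control wells' mean inhibition plus 3 SD, cut at about 5.5% in these data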;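 note: 0% = DMSO wells median and 100% = median of wells with control inhibitor compound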
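Dosing: 11.9 µM single point; system: parasite MetRS enzyme; technique: luminescence of leftover ATP; times: 15 min enzyme-compound preincubation, 2 h reaction, 10 min detection, 25 °C; replicates: each compound tested once; read-out basis: percent inhibition relative to median high and low control wells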
Starred values were filed as active, the others as inactive; i = inactive; / = not tested or not shown. Compounds as they come, and some 3.9% of all compounds hit somewhere here.

A first look:
SMILES	SUMO1 PPI mod	DNMT1 inh	LMPTP block	NadD block	CSN deneddyl inh	STEP block	Rpn11 inh	Scp-1 inhibitor	MsrA inhibitor	Tb MetRS inh
CCNC(=O)CC1C(=O)N(c2ccc(OC)cc2)C(=O)N1Cc1ccc(OC)cc1 (centres undefined)	-1.9	0.5	-1.3	-4.3	-5.7	-3.7	i	-4.1	-0.6	-0.5
Cc1ccc(N2CC(C(=O)N3CCN(c4ccccn4)CC3)CC2=O)cc1 (centres undefined)	-7.9	16.2	0.9	4.1	1.0	0.1	i	19.8	-0.3	-0.5
Cc1cc(Nc2nc3c(c(=O)n(C)c(=O)n3C)n2C)n(-c2ccc(Cl)cc2)n1	-5.3	-0.5	-2.6	-2.3	-2.1	-1.2	i	-1.8	-0.7	-1.4
COc1ccc(CCN2CC(C(=O)N(C)Cc3ccc(C)o3)CCC2=O)cc1 (centres undefined)	4.6	-0.6	-0.8	-6.4	2.9	-2.1	i	-5.2	-0.4	-0.6

Results, from the start:
SMILES	SUMO1 PPI mod	DNMT1 inh	LMPTP block	NadD block	CSN deneddyl inh	STEP block	Rpn11 inh	Scp-1 inhibitor	MsrA inhibitor	Tb MetRS inh
CCNC(=O)CC1C(=O)N(c2ccc(OC)cc2)C(=O)N1Cc1ccc(OC)cc1 (centres undefined)	-1.9	0.5	-1.3	-4.3	-5.7	-3.7	i	-4.1	-0.6	-0.5
Cc1ccc(N2CC(C(=O)N3CCN(c4ccccn4)CC3)CC2=O)cc1 (centres undefined)	-7.9	16.2	0.9	4.1	1.0	0.1	i	19.8	-0.3	-0.5
Cc1cc(Nc2nc3c(c(=O)n(C)c(=O)n3C)n2C)n(-c2ccc(Cl)cc2)n1	-5.3	-0.5	-2.6	-2.3	-2.1	-1.2	i	-1.8	-0.7	-1.4
COc1ccc(CCN2CC(C(=O)N(C)Cc3ccc(C)o3)CCC2=O)cc1 (centres undefined)	4.6	-0.6	-0.8	-6.4	2.9	-2.1	i	-5.2	-0.4	-0.6
CCOC(=O)C1CCN(C(=O)c2ccc(S(=O)(=O)Nc3ccccc3OC)cc2)CC1	1.3	-3.2	-0.1	-1.7	-3.5	0.1	i	-9.3	0.1	0.1
CNc1nc(-c2ccccc2)nnc1C(F)(F)F	2.1	12.2	-1.7	0.4	0.6	1.3	i	-9.4	0.5	-0.4
COC(=O)c1ccc(NC(=S)NCC2CC2)cc1	-2.4	-0.4	-1.6	-0.9	0.7	-1.4	i	-1.3	-0.3	0.0
c1ccc(N2CCN(c3nc4ccccc4n4nnnc34)CC2)cc1	-6.8	2.8	1.4	3.4	-14.4	-4.7	i	-5.9	-1.3	-1.4
Cc1ccc(NC(=O)C2C3C=CC4(CN(Cc5cccnc5)C(=O)C24)O3)cc1 (centres undefined)	-2.7	0.2	-0.4	0.9	-2.1	2.9	i	-8.0	0.2	-0.1
O=C(CNc1cc(S(=O)(=O)N2CCCC2)ccc1OCC(F)(F)F)Nc1cccc(C(F)(F)F)c1	-2.3	-7.7	0.9	-4.1	-10.1	-0.4	i	-6.7	-0.3	-0.8
O=C(NNS(=O)(=O)c1ccccc1)C1CCN(S(=O)(=O)c2ccc(Cl)cc2)CC1	0.5	1.3	-1.2	0.3	10.0	-0.8	i	-12.1	0.3	-0.7
O=C(COc1ccccc1)Nc1cc(Cl)ccc1Cl	-3.9	-1.6	0.1	-1.6	0.5	0.4	i	2.3	0.8	-0.7
O=C1c2cccc3c([N+](=O)[O-])ccc(c23)C(=O)N1c1nccs1	-9.5	36.0	0.5	20.4	-5.5	-0.6	i	-4.9	4.3	-0.2
Cc1ccc(Nc2nnc(SCC(=O)NC3CC3)s2)cc1	4.0	4.8	0.0	3.5	-1.9	-1.6	i	-5.0	1.4	-0.1
CCOC(=O)c1c(N)sc2c(O)c(Br)ccc12	9.5	-2.2	0.5	0.9	-2.4	2.5	i	-10.9	-0.8	-0.3
CN(C(=O)COC(=O)c1ccccc1SCC(=O)N1CCCC1)C1(C#N)CCCCC1	0.7	-1.1	0.2	-1.1	4.0	1.8	i	-9.7	0.2	-0.2
Cc1ccc(CNC(=O)c2ccc(N3CCC4(CC3)CC(c3cccc(Br)c3)=NO4)c(NC(=O)c3c(Cl)cccc3Cl)c2)cc1	0.5	10.8	0.2	33.4*	0.9	3.8	i	-6.5	-0.6	-0.2
CCOC(=O)CNc1c(-c2ccc(F)cc2)nc2cnccn12	-10.4	4.0	-1.5	1.4	-2.5	-0.4	i	-0.2	2.5	-0.2
CC(C)CNc1ncnc2c1ncn2[C@H]1CN(Cc2cccs2)C[C@@H](CO)O1	0.4	0.1	-1.7	-0.3	-6.2	-2.2	i	/	0.1	0.1
Cc1ccc(S(=O)(=O)c2nnn3c2nc(N2CCCCC2)c2ccccc23)cc1	14.5	-5.0	3.9	2.9	-3.9	4.5	i	-9.6	0.1	-0.3
CC(=O)Nc1ccc(C(=O)N2CCCc3ccccc32)cc1	-2.8	8.0	-1.8	-1.9	-1.0	-1.5	i	-1.8	0.0	-0.8
Cc1ccc(C(=O)C(C)Oc2ccc3ccc(=O)oc3c2)cc1 (centres undefined)	-6.4	1.2	0.7	-5.2	-1.6	1.3	i	-7.3	0.9	0.6
COC(=O)C1(Cc2ccc3c(c2)CCC3)Cc2ccc3c(c2C1=O)CCC3 (centres undefined)	2.8	1.7	4.5	0.5	0.1	2.2	i	-7.7	1.3	-0.3
CCCCC(=NCCc1c(C)[nH]c2ccc(OC)cc12)C1=C(O)CC(c2ccccc2)CC1=O (centres undefined)	2.0	-5.3	5.0	3.1	4.7	3.0	i	-2.9	1.6	-0.3
c1ccc(CNc2nc(Oc3ccncc3)c3sccc3n2)cc1	-2.0	0.5	-0.1	3.1	-0.2	8.9	i	/	-1.0	0.0
COc1ccc(C(CNC(=O)CSc2ccccc2)N2CCOCC2)cc1 (centres undefined)	-12.2	0.8	-7.1	-1.0	0.6	-0.4	i	/	-0.1	-0.2
CCN(CC)CCNc1oc(-c2ccccc2)nc1S(=O)(=O)c1ccccc1	-1.8	-0.4	-1.6	-10.0	-0.8	-2.9	i	-8.6	-1.2	-0.3
COc1ccc(C(=O)NC(=S)N2CCN(c3ccc([N+](=O)[O-])cc3)CC2)cc1	-17.9	-2.7	0.0	9.5	-2.4	-0.2	i	-14.6	0.1	1.4
Cc1ccc(S(=O)(=O)NC(=O)Nc2nnc(C)s2)cc1	-1.2	0.8	-0.9	-2.4	0.5	-1.5	i	-14.7	-0.6	-0.5
COc1ccc(CC(N)c2csc(Nc3nccc(C(F)(F)F)n3)n2)cc1 (centres undefined)	-7.5	-4.4	-3.6	6.2	4.4	4.2	i	/	-0.3	0.0
COc1ccc(N2CCN(C3CCCN(C(=O)CN4CCCC4=O)C3)CC2)cc1 (centres undefined)	-1.8	4.7	-2.1	-7.3	-5.4	-2.3	i	-8.0	0.2	-0.1
CCCCCCNCC1OCc2ccccc2CO1	-4.6	-4.0	0.7	-4.1	-3.0	-1.6	i	11.1	2.9	0.1
O=C(O)c1[nH]c2ccccc2c1C(c1cccc(O)c1)c1c(C(=O)O)[nH]c2ccccc12	8.8	-1.0	0.9	2.5	-3.5	-3.6	i	-10.1	-1.9	0.5
COC(=O)CN1C(=S)N(C)C(=O)/C1=C/c1cccs1	-11.9	1.6	-1.2	3.1	-2.1	-3.1	i	-6.0	1.3	0.5
COc1cc(NC(=O)CSCc2ccc(Cl)cc2)c(C(=O)O)cc1OC	4.8	0.4	-0.1	1.6	-0.1	-3.5	i	-12.4	0.6	0.0
COc1ccc(CCNC(=S)NC(=O)c2ccccc2)cc1C	2.9	-1.9	2.5	-9.8	0.1	3.5	i	-7.4	-0.2	-0.7
Cc1cccc(-n2cnc(C(=O)NNC(=S)Nc3ccccc3)c2)n1	3.4	0.4	0.0	-2.5	3.8	3.5	i	-11.5	3.2	-0.7
Nc1nc(COc2ccc3ccccc3c2)cs1	-3.6	-0.7	-0.6	-1.1	-1.1	-4.7	i	4.1	0.0	-1.7
O=C(NC(Cc1ccccc1)C(=O)N1CCN(c2ccccn2)CC1)c1ccco1 (centres undefined)	4.8	-3.5	-0.2	2.5	-1.9	-0.7	i	-2.4	-0.6	-1.1
Cc1ccc2nc(NCc3ccc(F)cc3)c3nncn3c2c1	-2.8	5.4	-1.8	-9.2	0.9	0.6	i	-4.1	-0.2	-0.3
Cc1cc(C)n2c(SCC(=O)Nc3cc(C)on3)nnc2n1	-2.7	0.6	-1.3	5.5	0.9	0.6	i	-1.1	1.3	0.0
CCN1CCN(C(=O)C2CCN(S(=O)(=O)c3ccc(Br)cc3)CC2)CC1	-1.7	1.9	0.3	2.4	3.9	-0.7	i	-0.1	-0.6	0.0
CC(C)NS(=O)(=O)c1ccc(OCC(=O)Nc2ccc3c(c2)OCO3)c(Cl)c1	2.4	-5.3	0.4	-5.6	-1.8	-0.3	i	-18.7	-0.8	-0.3
CCN(CC)S(=O)(=O)c1ccc(C)c(NC(=S)NC2CCCCC2)c1	-1.6	-0.5	2.1	-5.8	3.8	-1.4	i	6.0	-0.6	-0.5
CC(C(=O)N1CCCc2ccccc21)N1CCN(c2ccccn2)CC1 (centres undefined)	1.9	0.6	-3.4	-5.5	-1.9	4.9	i	2.5	1.0	-0.6
Cc1ccc(S(=O)(=O)N2CCC[C@H]2C(=O)NCc2ccccc2Cl)cc1	1.6	0.6	-1.8	-5.7	-1.0	-2.7	i	-10.4	-0.5	0.2
CC(=O)c1ccc(N2CCN(C(=O)c3ccc4c(c3)OCO4)CC2)cc1	-5.6	-1.7	1.6	-2.8	-0.8	1.5	i	-1.6	4.8*	-0.4
